Compound activity: PubChem BioAssay, The Scripps Research Institute Molecular Screening Center
ADAM17 inh = ADAM17 inhibitors, primary screen, biochemical, QFRET; Disintegrin and metalloproteinase domain-containing protein 17 (Homo sapiens), P78536; recombinant ADAM17, EDANS/DABCYL FRET peptide cleavage; inhibition, % at 6.95 µM; 370,000 tested, 0.83% active;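 active = inhibition above the mean of compounds lying between control limits plus 3 SD, set per campaign, cut at about 8.5% in these data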;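 note: 0% = DMSO-only wells as the low control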
PLCg1 inh = PLC-gamma1 enzyme inhibitors, primary screen, biochemical, fluorescence, purified enzyme. inhibition, % at 12.2 µM. fluorogenic substrate. 370,000 tested, 0.84% active. AID 720700, 2013. 1-phosphatidylinositol 4,5-bisphosphate phosphodiesterase gamma-1 (Homo sapiens), P19174; in the data active = inhibition above about 9.5%
UHRF1 binding = UHRF1 methylated DNA binding inhibitors, primary screen, counter-screen for MBD2 inhibitor project, biochemical, TR-FRET, human UHRF1, single concentration. 370,000 tested, 0.75% active. UHRF1 binding to methylated oligo. E3 ubiquitin-protein ligase UHRF1 (Homo sapiens), Q96T88. AID 687016, 2013. inhibition, % at 4.4 µM; in the data active = inhibition above about 21%;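 note: UHRF1 SRA domain binding a hemimethylated CpG hairpin DNA probe; 0% = median of test compound wells and 100% = reference inhibitor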
MBD2 inh = inhibitors of MBD2 binding to methylated DNA, primary screen, biochemical, TR-FRET, DNA-binding domain, human; Methyl-CpG-binding domain protein 2 (Homo sapiens), Q9UBB5; MBD2 binding to methylated oligonucleotide; inhibition, % at 4.4 µM; 370,000 tested, 0.31% active; AID 686964, 2013; in the data active = inhibition above about 13%
DDE Tn7 FP inh = inhibitors of Tn7 peptide binding to fibrin DD(E), primary screen, biochemical, fluorescence polarization, human fibrin, Tn7 probe | Fibrinogen beta chain (Homo sapiens), P02675 | FP displacement of FITC-Tn7 peptide from fibrin DD(E); 0% = median of compound wells per plate | inhibition, % at 8.3 µM | 370,000 tested, 0.13% active;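 active = inhibition above the mean of compounds falling within the control limits plus 3 SD of them, cut at about 14% in these data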;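 note: 0% = plate median of compound wells and 100% = 10 µM Aha-Tn7 peptide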
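Test system – human fibrin DD(E) · Times – 10 min preincubation, 3 h with tracer, room temperature · Detection – fluorescence polarization of the labelled Tn7 tracer · Measure – percent inhibition normalized to high-control wells · Benchmarks – high control wells with 10 µM unlabelled Aha-Tn7 peptide (full inhibition) · Repeats – singlicate testing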
Tn6 DDE FP = inhibitors of Tn6 peptide binding to fibrin DD(E), primary screen, biochemical, fluorescence polarization, human fibrin, Tn6 probe; Fibrinogen beta chain (Homo sapiens), P02675; Fibrin DD(E) TRITC-Tn6 fluorescence polarization displacement; inhibition, % at 8.3 µM; 370,000 tested, 0.21% active; AID 720509, 2013;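 active = inhibition above a per-campaign cutoff: mean of compounds within control limits plus 3 SD, cut at about 15% in these data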;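 note: 0% = median of all compound wells on the plate and 100% = blocking peptide control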
ARFGAP1 inhibitor = inhibitors of rat ARFGAP1 GAP activity, primary screen, biochemical, fluorescence polarization, GDP tracer; 360,000 tested, 0.26% active; ADP-ribosylation factor GTPase-activating protein 1 (Rattus norvegicus), Q62848; AID 651572, 2012; inhibition, % at 16.5 µM; Arfgap1-stimulated ARF1 GTP hydrolysis, GDP FP detection;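 active = inhibition above a per-plate limit, mean inhibition of low control wells plus 3 SD, cut at about 25% in these data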;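 note: 0% = DMSO wells with enzyme and 100% = wells lacking Arfgap1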
Target sequence (Q62848 1-136 limits assumed): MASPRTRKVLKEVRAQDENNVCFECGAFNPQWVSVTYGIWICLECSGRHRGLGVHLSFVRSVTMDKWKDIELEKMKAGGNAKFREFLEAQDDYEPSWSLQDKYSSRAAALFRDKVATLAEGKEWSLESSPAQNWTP
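Assay system: purified rat His6-Arfgap1 residues 1-136 (GAP domain); Reagent: human Δ17 ARF1 bound to GTP; Dosing: 16.5 µM single point, 1.26% DMSO; Times: GTP hydrolysis reaction 2 h at 25 °C; Signal: FP, GDP Alexa 633 tracer displaced from anti-GDP antibody, 620/688 nm; Measure: % inhibition from polarization.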
PLC-beta3 inh = human PLC-beta3 inhibitors, primary screen, biochemical, fluorescence. 1-phosphatidylinositol 4,5-bisphosphate phosphodiesterase beta-3 (Homo sapiens), Q01970. Purified PLC-beta3, fluorogenic substrate. inhibition, % at 12.2 µM. 370,000 tested, 0.18% active. AID 720704, 2013; in the data active = inhibition above about 11%;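 note: 0% = median of compound wells on plate and 100% = full blocker control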
KLK7 zymogen act = proKLK7 zymogen activators, primary screen, biochemical, fluorescence intensity; Kallikrein-7 (Homo sapiens), P49862; 370,000 tested, 0.9% active; purified proKLK7, EDANS-DABCYL substrate fluorescence; 100% is mature enzyme control, 0% vehicle; activation, % at 7 µM;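 active = activation above the mean of all tested compounds plus 3 SD, computed per campaign excluding outliers beyond control limits, cut at about 13% in these data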
Target sequence (P49862 whole entry, looked up): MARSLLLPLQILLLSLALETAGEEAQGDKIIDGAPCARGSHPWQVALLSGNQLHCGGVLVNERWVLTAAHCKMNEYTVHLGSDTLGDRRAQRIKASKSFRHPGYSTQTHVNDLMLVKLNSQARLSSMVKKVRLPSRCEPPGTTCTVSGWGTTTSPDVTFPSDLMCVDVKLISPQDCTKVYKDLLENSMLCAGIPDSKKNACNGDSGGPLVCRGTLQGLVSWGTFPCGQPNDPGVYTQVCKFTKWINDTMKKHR
ASAP1 GAP inh = inhibitors of human ASAP1 ArfGAP activity, primary screen, biochemical, fluorescence polarization; Arf-GAP with SH3 domain, ANK repeat and PH domain-containing protein 1 (Homo sapiens), …; ASAP1-stimulated ARF1 GTP hydrolysis, GDP FP detection; inhibition, % at 16.5 µM; 360,000 tested, 0.19% active; in the data active = inhibition above about 25%;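 note: 0% = vehicle with enzyme and substrate and 100% = no enzyme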
Target sequence (Q9ULH1 325-724 limits assumed): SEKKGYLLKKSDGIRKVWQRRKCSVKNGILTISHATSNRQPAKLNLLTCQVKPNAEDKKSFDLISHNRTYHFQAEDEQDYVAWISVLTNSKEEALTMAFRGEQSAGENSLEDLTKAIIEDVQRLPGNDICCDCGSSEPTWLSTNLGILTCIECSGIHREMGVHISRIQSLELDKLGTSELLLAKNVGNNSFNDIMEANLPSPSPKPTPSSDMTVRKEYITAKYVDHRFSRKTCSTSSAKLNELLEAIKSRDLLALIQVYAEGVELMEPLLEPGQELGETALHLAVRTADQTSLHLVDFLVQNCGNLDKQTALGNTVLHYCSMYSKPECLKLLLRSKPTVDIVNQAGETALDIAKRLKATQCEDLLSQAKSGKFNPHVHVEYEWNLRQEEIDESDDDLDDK
Active calls of the source: *; . = no result given. The order is random; about 4.1% have a hit in one of these screens.

SMILES	ADAM17 inh	PLCg1 inh	UHRF1 binding	MBD2 inh	DDE Tn7 FP inh	Tn6 DDE FP	ARFGAP1 inhibitor	PLC-beta3 inh	KLK7 zymogen act	ASAP1 GAP inh
COc1ccccc1-c1sc2ccccc2c1-c1ccc2c(c1)OCCO2	-1.6	-10.9	1.6	3.8	-0.1	2.4	3.0	-12.1	-7.1	16.7
O=C(N/N=C1\CCSC1)c1cc(Cl)ccc1O	-29.4	-71.1	1.1	-5.5	0.0	1.8	0.8	-80.4	2.6	-4.2
Cc1oc2ccc(O)c(CN3CCOCC3)c2c1C(C)O (stereo not given)	-1.3	-0.2	-0.8	-0.2	1.9	5.8	-3.2	0.8	-0.2	-1.7
CC(=O)Nc1ccc(NC(=O)c2ccccc2S(=O)(=O)c2ccc([N+](=O)[O-])cc2)cc1	0.9	1.9	0.2	2.0	-0.6	5.9	13.4	4.8	-0.1	-0.2
COc1ccc(/C=C/C(=O)OCC(=O)Nc2ncc(Cl)cc2Cl)cc1	-4.9	-6.0	2.2	-3.5	2.2	-1.9	7.5	-11.7	-0.9	4.9
CCCS(=O)(=O)N1CCN(Cc2ccco2)CC1	-1.3	1.1	24.9*	-2.2	-8.8	-3.5	12.1	2.3	0.3	5.6
COc1ccc(/C=C(\C#N)C(=O)OCC(=O)Nc2ccc(C(C)(C)C)cc2)cc1	-3.3	-4.4	4.7	2.6	-1.9	7.3	3.8	-4.5	-1.0	6.3
Cc1cc(Cl)ccc1OCC(=O)N/N=C/c1ccc[nH]1	-0.3	-1.4	-1.0	-2.1	3.1	5.6	.	2.3	.	.
Cc1nc(CN(C)C(=O)CC2C(=O)NCCN2Cc2ccc(-c3ccccc3)cc2)cs1 (stereo not given)	-6.8	-15.5	-3.2	-4.5	0.8	0.3	-14.3	-27.2	0.5	-16.2
COc1ccc(CC2(CO)CCN(CC3=Cc4cc(Cl)ccc4OC3)CC2)cc1	3.9	1.8	1.0	-0.3	-5.2	3.5	4.5	0.9	0.1	0.2
CCN1CCCC1CNC(=O)c1cc2c(=O)n(C)c3ccccc3c2n1C (stereo not given)	-15.3	-27.1	5.0	4.0	-1.0	-0.3	-12.3	-28.8	0.6	-9.1
CCOC(=O)c1ccc(NC(=O)CCC(CC)C(=O)O)cc1 (stereo not given)	-0.3	1.2	1.6	-4.4	0.4	-3.8	5.8	3.4	-0.4	1.6
COc1cccc(/C=N/Nc2ccc(C(=O)O)cc2)c1O	0.2	-3.6	1.7	-4.4	3.2	8.1	3.4	-3.3	-9.9	9.5
CC[C@@]12C(=O)N(c3ccccc3)C(=O)N1[C@H](c1ccc(Br)cc1)[C@@H]1C(=O)N(C(C)(C)C)C(=O)[C@@H]12	8.7*	3.1	2.1	-0.8	-1.2	1.1	-17.2	1.5	-0.5	0.6
N#C/C(=C\c1c[nH]c2ccccc12)C(=O)NCC1CCCO1 (stereo not given)	0.0	1.7	-0.3	-9.4	-5.0	6.3	-4.7	-0.9	0.6	7.3
O=C(CCC(=O)N(c1cccc(F)c1)C(C(=O)NC1CCCC1)c1ccncc1)Nc1cccnc1 (stereo not given)	-5.3	-0.4	1.3	0.7	0.7	1.4	1.1	0.9	0.8	-16.1
CS(=O)(=O)c1ccccc1C(=O)Nc1ccc(S(=O)(=O)N2CCCC2)cc1	0.6	4.7	4.1	-2.3	-5.4	-3.8	-3.2	0.3	0.3	3.1
CCCOc1ccc2c3c(c(=O)oc2c1OCCC)CCCC3	-14.3	-223.8	0.4	3.5	6.9	5.9	-3.9	-272.7	-3.8	-7.8
Cc1ccc(S(=O)(=O)c2nnn3c2nc(N2CCOCC2)c2ccccc23)c(C)c1	-3.3	-4.3	4.3	6.6	-1.6	-0.2	6.5	-9.9	0.2	3.7
CC(=O)Nc1ccc(NC(=O)C2CCCCC2C(=O)O)cc1 (stereo not given)	-3.1	0.0	0.1	-2.1	1.6	-1.6	-5.6	-0.4	0.2	-2.0
O=C(Cn1c(=O)n(CC2CCCO2)c(=O)c2ccccc21)c1ccccc1 (stereo not given)	-3.4	2.8	0.4	3.1	5.6	3.4	3.5	0.9	-0.2	-3.2
Cc1ccccc1NC(=O)c1ccc(CN(c2ccccc2)S(=O)(=O)c2ccccc2)cc1	0.3	-1.5	-0.6	9.3	1.8	-1.6	11.7	3.0	0.4	-8.3
COc1cc(O)c(C(CC(=O)N2CCOCC2)c2ccc(N(C)C)cc2)c(OC)c1 (stereo not given)	-1.6	1.4	-2.4	-1.8	2.0	2.2	12.8	-0.7	-0.5	9.0
COC(=O)c1cc(S(=O)(=O)N2CCOCC2)c(N2CCOCC2)cc1N1CCOCC1	-3.0	-27.3	-1.9	4.4	1.7	5.0	-5.8	-1.6	-1.0	9.3
O=C1Nc2ccc(F)cc2C12Nc1ccccc1-c1nnc(SCc3ccccc3F)nc1O2 (stereo not given)	-2.9	-3.7	-10.5	-10.4	0.0	0.4	-6.0	-7.7	0.1	4.9
CCOC(=O)C[C@H]1c2ccccc2S(=O)(=O)N1c1cccc(OC)c1	-3.1	-1.5	-0.8	-4.1	-7.1	-2.6	-0.5	-4.8	-0.1	4.8
C[C@@H]1Cn2cnc(C(=O)NCC(=O)OC(C)(C)C)c2C(=O)N1	-4.9	1.5	0.5	0.6	-1.4	10.6	6.3	1.6	0.2	3.8
O=C(C1CCN(c2ncnc3c2sc2cccc(F)c23)CC1)N1CCCC1	-14.4	-40.6	-5.0	-3.0	0.9	4.6	6.3	-67.7	-1.1	-1.3
CSc1ccccc1C(=O)N1CCN(c2ncccn2)CC1	-5.7	-3.9	-0.9	-5.6	-3.5	1.8	-1.2	-6.9	-0.1	8.5
Cc1noc(C)c1/C=N/Nc1ccc2ccccc2n1	-27.4	-42.0	0.7	1.9	3.3	-1.0	1.8	-68.0	1.2	18.4
O=S(=O)(Nc1ccccc1Cl)c1ccc(-c2ccccn2)s1	-2.7	-4.0	0.4	3.1	5.5	-0.8	0.7	-4.5	-0.4	10.6
CNC(=S)N1CCN(C(c2ccccc2)c2ccccc2)CC1	-3.8	0.6	0.0	1.4	6.7	-1.5	7.3	-2.0	0.3	15.1
COc1cc(CN2CCN(c3ccccc3F)CC2)cc(OC)c1O	-7.6	0.0	1.6	4.2	1.7	10.1	1.7	-1.3	-0.1	9.3
O=C(NCc1cccs1)C1CCC(=O)N(Cc2cccc(C(F)(F)F)c2)C1 (stereo not given)	-5.3	-1.7	3.6	-0.4	9.5	-1.3	0.8	-9.0	0.6	6.5
COc1cc(/C=N/NC(=O)c2cccc(S(=O)(=O)N3CCCCC3)c2)cc(Br)c1O	-6.3	-3.9	1.5	6.0	7.2	4.2	3.4	-6.6	-1.5	1.9
COc1cccc(CN(CCC(=O)O)Cc2cccc(OC)c2)c1	-9.3	-4.8	1.2	3.1	10.4	3.0	-0.3	-3.1	-0.5	0.9
Cc1ccc(CNC(=O)c2ccccc2NS(C)(=O)=O)cc1	-50.5	-38.4	0.2	-0.4	2.0	-10.6	-1.4	-42.6	-6.8	8.5
CC1=C(C(=O)Nc2ccc(C(=O)NCCCN3CCCCC3C)cc2)SCCO1 (stereo not given)	-4.3	-5.4	3.7	0.4	2.2	-6.2	-2.4	-11.6	-0.4	-3.2
CC(NC(=O)COc1ccccc1F)C1CC2CCC1C2 (stereo not given)	1.9	0.1	-3.3	-5.1	-3.0	-8.6	-3.5	3.1	0.2	4.7
CCC/C=C1/CCCOC(C(=O)NCCN2CCOCC2)(C(F)(F)F)C1 (stereo not given)	-2.7	0.9	2.1	1.1	7.2	-1.6	3.4	-1.6	0.2	5.9
COc1ccc(O)c(C2(O)C(=O)c3ccccc3C2=O)c1	-5.2	-10.4	8.9	1.0	8.4	9.4	1.7	-21.7	2.0	-1.5
COC(=O)c1cc(S(=O)(=O)NC2CCC(C)CC2)cn1C (stereo not given)	-3.3	-0.3	-1.2	-0.3	-3.3	4.0	1.8	-4.8	0.2	-1.7
CCOC(=O)c1ccc(NC(=O)c2cccc(S(=O)(=O)N3c4ccccc4CC3C)c2)s1 (stereo not given)	0.4	-8.7	1.2	-2.6	0.2	-6.0	21.7	-11.5	-0.1	15.5
Cn1cnc([N+](=O)[O-])c1Sc1nc(N)nc2c1ncn2C1OC(CO)C(O)C1O (stereo not given)	-2.1	2.1	-1.1	-2.6	1.0	3.4	-1.1	6.3	0.2	-12.3
CCCCNCc1cc(OCC)c(OCC(N)=O)cc1Br	-4.6	-0.3	3.1	2.4	-1.2	-3.2	-0.9	0.8	0.2	8.0
CCS(=O)(=O)c1ccc(O)c(NC(=O)CCCC(=O)O)c1	-1.1	-0.2	1.3	-5.1	2.3	8.1	8.2	-6.4	-0.2	5.5
O=C1c2ccc(-c3nc4ccccc4o3)cc2C(=O)N1Cc1ccccc1	-0.3	3.7	-1.7	-1.0	-3.4	0.8	-2.6	1.5	-0.2	4.3
CC(=O)OC(COC1C[C@@H]2CC[C@@]1(C)C2(C)C)C[N+]1(C)CCCCC1 (stereo not given in full)	-5.0	1.2	4.3	3.2	4.9	3.4	-11.8	-9.9	0.1	6.7
O=S(=O)(Nc1ccc(C(F)(F)F)cn1)c1ccccc1	-3.8	2.2	-2.3	0.1	-5.3	0.3	6.9	-4.8	0.0	-7.5
S=C(NCCc1ccc(Cl)cc1)NC1CCCC1	2.2	1.6	3.6	2.1	-3.5	0.7	9.3	-2.5	0.0	1.9

Two neighbouring records from above, for reference:
SMILES	ADAM17 inh	PLCg1 inh	UHRF1 binding	MBD2 inh	DDE Tn7 FP inh	Tn6 DDE FP	ARFGAP1 inhibitor	PLC-beta3 inh	KLK7 zymogen act	ASAP1 GAP inh
O=C1c2ccc(-c3nc4ccccc4o3)cc2C(=O)N1Cc1ccccc1	-0.3	3.7	-1.7	-1.0	-3.4	0.8	-2.6	1.5	-0.2	4.3
CC(=O)OC(COC1C[C@@H]2CC[C@@]1(C)C2(C)C)C[N+]1(C)CCCCC1 (stereo not given in full)	-5.0	1.2	4.3	3.2	4.9	3.4	-11.8	-9.9	0.1	6.7
